# NCOA1 inh – human NCOA1 inhibition; hit rate 0.12% among 360,000; Q15788; AID 588354; inhibition, % at 3.6 µM; HEK293 GAL4-SRC1 luciferase reporter, luminescence;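 active = inhibition above the campaign mean plus 3 SD, with each screening campaign given its own cutoff, cut at about 60% in these data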;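 note: 0% = DMSO treated cells and 100% = gossypol at 36 µM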
# NCOA3 inh – inhibitors of human steroid receptor coactivator 3 (SRC3) | Q9Y6Q9 | HEK293 GAL4-SRC3 luciferase reporter, luminescence | inhibition, % at 3.6 µM | hit rate 0.17% among 360,000;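 active = inhibition above a per-campaign cutoff, the mean of all compounds plus 3 SD, cut at about 60% in these data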;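 note: 0% = DMSO-treated cells and 100% = gossypol-treated cells at 36 µM; higher means less SRC3-driven luciferase light from the GAL4 reporter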
# NOD2-RIPK2 inh – inhibitors of human NOD2-RIPK2 interaction; O43353; CHO BLA complementation NOD2-RIPK2, CCF4 ratio; inhibition, % at 4.98 µM; hit rate 0.38% among 360,000; in the data active = inhibition above about 21%;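 note: 0% = vehicle only and 100% = reference blocker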
# TLR9-MyD88 inh – TLR9-MyD88 interaction inhibition; Q9NR96+Q99836; CHO BLA complementation TLR9-MyD88, CCF4 FRET ratio; inhibition, % at 4.98 µM; hit rate 0.21% among 340,000; AID 504734;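 active = inhibition above the mean over all tested compounds plus 3 SD, cut at about 21% in these data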;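 note: 0% = DMSO only wells and 100% = clavulanate BLA inhibitor control wells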
# ABHD5-PLIN5 inh – blocks binding of human ABHD5 to perilipin-5. hit rate 0.78% among 360,000. inhibition, % at 4 µM. Split G. princeps luciferase complementation, luminescence, 4 h. AID 602281;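 active = inhibition above the mean inhibition across every tested compound plus 3 SD, cut at about 22% in these data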;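 note: 0% = DMSO only wells and the 100% control is not disclosed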
# NR2F2 inh – blocks human COUP-TFII nuclear receptor. P24468. HEK293T NGFI-A luciferase reporter, luminescence. inhibition, % at 8.6 µM. hit rate 0.7% among 370,000;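 active = inhibition above a per-plate cutoff, mean inhibition of test wells between control levels plus 3 SD, cut at about 38% in these data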;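 note: cells cotransfected with COUP-TFII expression vector driving the NGFI-A reporter; 0% = median of COUP-TF2 test wells and 100% = reporter-only cells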
# SRC2 inh – inhibits human steroid receptor coactivator 2; Q15596; HEK293 GAL4-SRC2 luciferase reporter, luminescence; inhibition, % at 9 µM; hit rate 0.17% among 370,000; AID 651957;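 active = inhibition above the mean inhibition of all tested compounds plus 3 SD, set per campaign, cut at about 52% in these data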;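 note: 0% = DMSO treated cells and 100% = cells given Gossypol at 36 µM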
# TROY signal inh – inhibitors of TROY-dependent NF-kB signaling; AID 1347056; Q293 LMP1-TROYcd NF-kB luciferase reporter, 4 h; inhibition, % at 10 µM; hit rate 0.98% among 360,000;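 active = compounds whose plate-normalised and pattern-corrected inhibition of the luciferase reporter signal at the single screening dose is 50% or more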
# NR5A2 inv ag – inverse agonists of human LRH-1 (NR5A2). O00482. HEK293T StAR-luciferase reporter, LRH-1 transfected, 24 h. inhibition, % at 3.6 µM. hit rate 0.13% among 360,000. AID 602396;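 active = inhibition above the mean inhibition of all tested compounds plus 3 SD, cut at about 73% in these data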;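 note: 0% = DMSO wells and 100% = reporter-only cells lacking LRH-1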
# TWEAK Fn14 block – inhibitors of TWEAK-Fn14 interaction signaling; TWEAK-stimulated Fn14 reporter cells, luciferase luminescence, 8 h; inhibition, % at 10 µM; hit rate 2% among 360,000; AID 1159606; in the data active = inhibition above about 50%
# Exocytosis inh – blocks lytic granule exocytosis. TALL-104 LAMP-1 surface exposure, flow cytometry; cells stimulated with thapsigargin and PMA. inhibition, % at 10 µM. hit rate 0.66% among 360,000. AID 651702;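 active = inhibition above about 55%, limit read from the data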
# * = called active by the depositor; nt = no result given.
SMILES,NCOA1 inh,NCOA3 inh,NOD2-RIPK2 inh,TLR9-MyD88 inh,ABHD5-PLIN5 inh,NR2F2 inh,SRC2 inh,TROY signal inh,NR5A2 inv ag,TWEAK Fn14 block,Exocytosis inh
O=C(O)C1C2OC(C(Br)C2Br)C1C(=O)O (stereo not given),-5,5,4,10,-1,-4,-7,-7,-5,8,21
O=C(CCn1c(=O)sc2ccccc21)NCCCn1ccnc1,-30,15,1,-4,-8,-18,4,-15,15,3,-6
COc1ccc(-n2c(C)cc(=O)[nH]c2=O)cc1,5,-11,-1,0,-1,-5,-5,2,16,16,3
Cc1cnc(C(=O)Nc2cccc(-c3nnc4n3CCCCC4)c2)cn1,-37,-12,-12,3,2,12,-16,4,-11,-3,-1
O=C(CSc1ccc(-c2ccccn2)nn1)Nc1ccc(F)cc1F,-9,5,-8,7,1,8,4,-17,11,6,2
Oc1ccc(Cl)cc1C=Nc1ccc2c3c(cccc13)CC2,-20,11,11,-3,0,-8,-11,27,4,38,-2
COc1ccc(-c2noc(CNS(=O)(=O)c3ccc(NC(C)=O)cc3)n2)cc1,-15,9,2,-5,2,-17,-35,-9,9,7,13
CSc1nc(Cl)c(Cc2ccc(OCC(C)C)cc2)c(N2CCOCC2)n1,4,5,-12,2,-4,17,-10,2,-4,27,-1
CCOC(=O)c1cccc(NC(=O)C2CCCO2)c1 (stereo not given),-10,-3,-11,-3,4,-3,18,-11,3,-11,-4
O=S(=O)(c1ccccc1)N(Cc1cccc(F)c1)c1ccccc1,-7,1,-10,-15,-1,-3,-9,5,3,-23,65*
CC1(C)SC2c3ccccc3C(=O)N2[C@@H]1C(=O)O (stereo not given in full),4,6,-1,7,-6,11,-4,-10,-9,10,-1
CCn1c(=S)sc2c(=O)n(CC(=O)Nc3cc(OC)ccc3OC)c(C)nc21,-12,-40,-2,0,-10,-2,-5,-7,-3,-16,13
COC(=O)CCC(=O)N1CCC(CCC(=O)NCc2ccc(F)cc2)CC1,5,-11,-2,4,3,16,-48,-20,10,9,21
CS(=O)(=O)Cc1ccc(C(=O)N2CCCC2c2cccs2)cc1 (stereo not given),4,3,-9,-4,-5,0,11,-8,18,-2,-9
CC1CCCCN1C(=O)Nc1cccc(Cl)c1 (stereo not given),-17,-11,-7,8,4,7,-14,-11,-3,-13,0
CN1N=C(c2ccc(Cl)cc2)CC(c2ccc(Cl)cc2)C1=O (stereo not given),8,5,0,6,-9,6,-6,-9,9,-27,-2
CC(=O)Oc1ccc(-c2cccc(C(=O)OCC(=O)Nc3ccccc3Oc3ccccc3)c2)cc1,12,25,-2,-9,9,19,12,-6,4,19,5
NNC(=O)c1cc2ccccc2cc1NS(=O)(=O)c1ccccc1,-23,10,-1,-1,-2,6,18,26,2,2,3
O=C(NNc1c2ccccc2nc2ccccc12)c1ccccc1Cl,3,-8,-15,-16,-1,-1,9,3,-6,-42,-4
Cc1nn(-c2ccccc2)c(Cl)c1/C=C1\SC(=S)N(C)C1=O,7,10,3,6,0,-9,-8,-56,2,9,-3
NC(=O)c1ccc(NC(=O)C2CCCC2)cc1,-6,1,1,-3,9,-21,-6,14,2,8,4
O=C1C=C(c2ccc(O)cc2)C[C@@H](c2ccc3c(c2)OCO3)C1,-5,-18,6,4,6,-2,-25,-5,-1,6,-9
N#CC1=C(N)Oc2n[nH]c(-c3ccncc3)c2C1c1ccsc1 (stereo not given),10,-7,-11,2,-13,16,1,-3,11,22,0
O=C(CSc1nn(-c2ccccc2)c(=S)s1)NC1CCS(=O)(=O)C1 (stereo not given),4,20,-3,7,6,-5,-14,-2,7,22,40
CCOc1ccc(C(=O)C(C)OC(=O)C2CCN(c3ccc(C(F)(F)F)cn3)CC2)cc1 (stereo not given),-20,-6,-13,-5,-6,-11,4,19,23,15,3
O=[N+]([O-])c1ccc(NC(=S)N2CCc3ccccc32)cc1,-2,1,-4,8,-9,-35,-26,15,-10,-6,-1
CCN(CC(=O)N1CCOCC1)S(=O)(=O)c1cc(Cl)ccc1Cl,-21,18,-2,-5,-5,9,7,-4,7,1,-8
CCC(=O)Nc1ccc(N2CCN(S(C)(=O)=O)CC2)cc1,4,10,-6,-1,-5,1,-1,0,4,23,3
CCC[C@H]1CN(c2ccccc2)C(=O)[C@@H]1CC(=O)NC,-14,8,12,-11,-3,-7,12,-10,0,-10,11
CC(=O)N1CCN(C(=O)Nc2cccc(C(F)(F)F)c2)CC1,11,20,-14,-2,5,-1,-2,-16,-7,1,-11

# Some of the entries so far, with two lines to a compound.
# Second line of a record – NCOA1 inh, NCOA3 inh, NOD2-RIPK2 inh, TLR9-MyD88 inh, ABHD5-PLIN5 inh, NR2F2 inh, SRC2 inh, TROY signal inh, NR5A2 inv ag, TWEAK Fn14 block, Exocytosis inh
- CCC[C@H]1CN(c2ccccc2)C(=O)[C@@H]1CC(=O)NC
  -14, 8, 12, -11, -3, -7, 12, -10, 0, -10, 11
- Cc1cnc(C(=O)Nc2cccc(-c3nnc4n3CCCCC4)c2)cn1
  -37, -12, -12, 3, 2, 12, -16, 4, -11, -3, -1
- O=C(NNc1c2ccccc2nc2ccccc12)c1ccccc1Cl
  3, -8, -15, -16, -1, -1, 9, 3, -6, -42, -4
- O=[N+]([O-])c1ccc(NC(=S)N2CCc3ccccc32)cc1
  -2, 1, -4, 8, -9, -35, -26, 15, -10, -6, -1
- CC(=O)N1CCN(C(=O)Nc2cccc(C(F)(F)F)c2)CC1
  11, 20, -14, -2, 5, -1, -2, -16, -7, 1, -11

# Further entries
SMILES,NCOA1 inh,NCOA3 inh,NOD2-RIPK2 inh,TLR9-MyD88 inh,ABHD5-PLIN5 inh,NR2F2 inh,SRC2 inh,TROY signal inh,NR5A2 inv ag,TWEAK Fn14 block,Exocytosis inh
COc1ccc(C(=O)c2cnc[nH]2)cc1OC,3,5,-7,4,0,-2,-1,6,-1,7,-7
O=C(COC(=O)c1c2c(nc3ccccc13)/C(=C/c1cccc([N+](=O)[O-])c1)CCC2)NC1CCS(=O)(=O)C1 (stereo not given),4,8,-8,4,15,-7,-10,10,17,42,2
Cc1ccc(C)c(NC(=O)CSc2nc3ccc(N4C(=O)c5ccccc5C4=O)cc3s2)c1,7,-3,-5,-8,-1,7,-12,15,17,23,-7
COc1cnn(-c2ccccc2)c(=O)c1SCc1ccc(Cl)cc1Cl,-5,3,14,1,-3,22,19,-9,-9,3,0
C[C@H]1CN([C@@H](C)CO)C(=O)CCCn2nncc2CO[C@@H]1CN(C)Cc1ccc2c(c1)OCCO2,8,6,-5,-1,-5,3,2,-11,-2,14,0
O=C1C2C3CCC(C3)C2C(=O)N1Cc1ccco1 (stereo not given),-5,5,-11,1,2,-5,-13,1,7,4,6
CC(C)N1CC(O)=C(c2nc3ccccc3[nH]2)C1=N,-71,-15,1,-5,-4,-25,-48,-45,-83,6,-1
Cc1noc(C)c1COC(=O)Cc1ccc(Cl)c(Cl)c1,-3,12,-8,6,2,3,-26,-18,1,-13,-4
Cc1ccc(-n2nnc(-c3nccn3C)n2)cc1,-67,-92,-4,-3,-6,-35,7,31,-148,76*,-6
O=C(CSc1ccc(-c2ccc(F)cc2)nn1)NCc1ccco1,1,5,-18,-9,5,4,14,-5,-2,10,-3
Cc1c(CC(C)C)nc(N)c(C#N)c1-c1ccccc1,-15,-3,1,5,-6,-2,1,15,14,45,-2
CSc1ccccc1NS(=O)(=O)c1ccc2c(c1)OCCO2,6,2,6,6,0,3,-6,10,9,-20,-4
CCOc1ccc(S(=O)(=O)N/N=C(\C)c2ccc3c(c2)OCO3)cc1,1,1,2,-7,2,10,17,7,5,1,0
O=C1C=C(c2ccc(-c3ccccc3)cc2)C[C@@H](c2ccc3c(c2)OCO3)C1,17,-18,-7,-1,3,8,-10,-19,-28,-32,18
O=C(/C(=C/c1ccccc1)c1ccccc1)N1CCCCC1,14,19,-12,1,3,3,11,32,1,9,-1
COc1ccccc1-c1csc(C(NC(C)=O)c2cccc(F)c2)n1 (stereo not given),-13,6,-13,nt,3,-1,-5,-23,1,-31,19
O=C1CC[C@H](N2C(=O)c3ccccc3C2=O)C(=O)N1,6,-3,-8,-4,10,18,-4,6,-21,-2,1
CSc1ccc(/C=C2/C(=N)N3N=C(CC(=O)N4CCCC4)SC3=NC2=O)cc1,-10,0,0,-8,7,1,11,-11,21,-13,2
CCOC(=O)c1ccccc1NC(=O)CN1C(=O)c2ccccc2S1(=O)=O,-2,13,-4,3,-7,-5,7,5,8,1,2
CCCc1cc(C(=O)Nc2sc(C)c(C)c2C(=O)OCC)no1,-3,2,0,15,-4,12,-6,-1,10,-3,0
COCCn1c(C)cc(C(=O)COC(=O)c2ccc(Br)o2)c1C,-50,-40,-9,-1,5,3,-40,55*,-17,55*,-2
COc1cc(/C=C2/SC(=S)N(CCC(=O)Nc3ccc(C(=O)O)cc3)C2=O)cc(OC)c1OC,14,7,1,-10,-2,9,24,-11,-3,-45,7
COc1ccc2nc(SCC(=O)N3CCNC3=O)[nH]c2c1,-95,-67,-3,-7,-4,-41,-36,-46,-144,7,1
O=C1/C(=C/c2ccc(Cl)cc2)NC(=S)N1Cc1cccnc1,-13,15,-7,nt,3,1,0,13,-1,18,-6

# Of the compounds above, 2 have a cyano group:
SMILES,NCOA1 inh,NCOA3 inh,NOD2-RIPK2 inh,TLR9-MyD88 inh,ABHD5-PLIN5 inh,NR2F2 inh,SRC2 inh,TROY signal inh,NR5A2 inv ag,TWEAK Fn14 block,Exocytosis inh
N#CC1=C(N)Oc2n[nH]c(-c3ccncc3)c2C1c1ccsc1 (stereo not given),10,-7,-11,2,-13,16,1,-3,11,22,0
Cc1c(CC(C)C)nc(N)c(C#N)c1-c1ccccc1,-15,-3,1,5,-6,-2,1,15,14,45,-2

# Source: PubChem BioAssay

# An excerpt; count on the stated rates, not on these rows.
